ASAP1 inh: inhibitors of human ASAP1 ArfGAP activity, primary screen, biochemical, fluorescence polarization | inhibition, % at 16.5 µM | ASAP1-stimulated ARF1 GTP hydrolysis, GDP FP detection | Arf-GAP with SH3 domain, ANK repeat and PH domain-containing protein 1 (Homo sapiens), … | 0.19% of 360,000 active; in the data active = inhibition above about 25%;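 note: 0% = vehicle with enzyme and substrate and 100% = no enzyme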
PLC-gamma1 inh: PLC-gamma1 enzyme inhibitors, primary screen, biochemical, fluorescence, purified enzyme. 0.84% of 370,000 active. inhibition, % at 12.2 µM. fluorogenic substrate. 1-phosphatidylinositol 4,5-bisphosphate phosphodiesterase gamma-1 (Homo sapiens), P19174; in the data active = inhibition above about 9.5%
Target sequence (P19174 whole entry, looked up): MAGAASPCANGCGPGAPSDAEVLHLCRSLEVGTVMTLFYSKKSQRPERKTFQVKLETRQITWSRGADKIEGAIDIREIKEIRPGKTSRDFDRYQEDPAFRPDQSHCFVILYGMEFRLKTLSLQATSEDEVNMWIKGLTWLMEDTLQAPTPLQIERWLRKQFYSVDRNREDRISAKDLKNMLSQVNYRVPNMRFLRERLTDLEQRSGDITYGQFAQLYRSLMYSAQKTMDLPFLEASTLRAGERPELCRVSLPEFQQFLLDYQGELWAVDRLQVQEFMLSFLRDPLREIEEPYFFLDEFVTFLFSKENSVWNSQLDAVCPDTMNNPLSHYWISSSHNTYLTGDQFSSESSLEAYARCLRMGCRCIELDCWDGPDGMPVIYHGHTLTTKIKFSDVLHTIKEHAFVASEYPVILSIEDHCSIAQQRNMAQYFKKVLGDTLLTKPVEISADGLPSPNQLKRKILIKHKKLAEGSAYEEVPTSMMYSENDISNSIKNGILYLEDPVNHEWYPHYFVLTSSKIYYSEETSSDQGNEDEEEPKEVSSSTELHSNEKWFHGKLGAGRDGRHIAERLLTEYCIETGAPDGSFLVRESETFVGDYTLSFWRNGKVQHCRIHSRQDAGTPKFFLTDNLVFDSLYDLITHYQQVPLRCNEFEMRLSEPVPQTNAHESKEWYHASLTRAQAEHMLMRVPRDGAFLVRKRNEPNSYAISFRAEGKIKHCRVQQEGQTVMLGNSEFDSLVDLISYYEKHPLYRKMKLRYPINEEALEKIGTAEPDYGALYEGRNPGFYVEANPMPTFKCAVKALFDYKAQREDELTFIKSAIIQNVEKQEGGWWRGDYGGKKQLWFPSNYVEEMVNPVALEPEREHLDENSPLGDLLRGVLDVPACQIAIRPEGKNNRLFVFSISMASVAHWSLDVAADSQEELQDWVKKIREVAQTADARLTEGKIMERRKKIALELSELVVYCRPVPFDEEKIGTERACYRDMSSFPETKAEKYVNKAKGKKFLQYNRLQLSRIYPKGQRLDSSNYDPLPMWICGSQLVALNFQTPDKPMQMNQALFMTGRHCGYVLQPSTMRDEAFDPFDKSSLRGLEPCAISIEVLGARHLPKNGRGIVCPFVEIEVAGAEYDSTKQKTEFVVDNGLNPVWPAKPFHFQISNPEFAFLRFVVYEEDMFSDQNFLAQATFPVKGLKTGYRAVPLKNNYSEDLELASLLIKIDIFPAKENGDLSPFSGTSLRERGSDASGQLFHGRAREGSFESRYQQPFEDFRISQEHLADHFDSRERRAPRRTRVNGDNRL
ARFGAP1 inh: inhibitors of rat ARFGAP1 GAP activity, primary screen, biochemical, fluorescence polarization, GDP tracer. ADP-ribosylation factor GTPase-activating protein 1 (Rattus norvegicus), Q62848. 0.26% of 360,000 active. inhibition, % at 16.5 µM. AID 651572, 2012. Arfgap1-stimulated ARF1 GTP hydrolysis, GDP FP detection;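 active = inhibition above a per-plate limit, mean inhibition of low control wells plus 3 SD, cut at about 25% in these data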;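 note: 0% = DMSO wells with enzyme and 100% = wells lacking Arfgap1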
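Material: rat Arfgap1 catalytic domain, aa 1-136; also added: human ARF1(Δ1-17)-GTP substrate; compound dosing: one concentration, 16.5 µM, DMSO 1.26%; incubation: GTP hydrolysis reaction 2 h at 25 °C; measured by: Tracer-displacement fluorescence polarization with EDTA stop, 620/688 nm; evaluation: % inhibition from polarization; repeats: one replicate per compound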
proKLK7 act: proKLK7 zymogen activators, primary screen, biochemical, fluorescence intensity; purified proKLK7, EDANS-DABCYL substrate fluorescence; 100% is mature enzyme control, 0% vehicle; activation, % at 7 µM; 0.9% of 370,000 active; AID 652039, 2013;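 active = activation above the mean of all tested compounds plus 3 SD, computed per campaign excluding outliers beyond control limits, cut at about 13% in these data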
Tn6 DDE FP: inhibitors of Tn6 peptide binding to fibrin DD(E), primary screen, biochemical, fluorescence polarization, human fibrin, Tn6 probe; AID 720509, 2013; Fibrinogen beta chain (Homo sapiens), P02675; inhibition, % at 8.3 µM; 0.21% of 370,000 active; Fibrin DD(E) TRITC-Tn6 fluorescence polarization displacement;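 active = inhibition above a per-campaign cutoff: mean of compounds within control limits plus 3 SD, cut at about 15% in these data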;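 note: 0% = median of all compound wells on the plate and 100% = blocking peptide control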
ADAM10 inh: human ADAM10 inhibitors, primary screen, biochemical, QFRET, HTS. Disintegrin and metalloproteinase domain-containing protein 10 (Homo sapiens), O14672. recombinant ADAM10, EDANS/DABCYL FRET peptide cleavage, 3 h. inhibition, % at 7 µM. 0.62% of 370,000 active;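 active = inhibition above a per-campaign cutoff equal to the mean of compounds falling between control-based bounds plus 3 SD, cut at about 20% in these data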;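 note: 0% = DMSO wells while the 100% control is not disclosed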
DDE Tn7 FP inh: inhibitors of Tn7 peptide binding to fibrin DD(E), primary screen, biochemical, fluorescence polarization, human fibrin, Tn7 probe; Fibrinogen beta chain (Homo sapiens), P02675; FP displacement of FITC-Tn7 peptide from fibrin DD(E); 0% = median of compound wells per plate; inhibition, % at 8.3 µM; 0.13% of 370,000 active; AID 720508, 2013;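 active = inhibition above the mean of compounds falling within the control limits plus 3 SD of them, cut at about 14% in these data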;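 note: 0% = plate median of compound wells and 100% = 10 µM Aha-Tn7 peptide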
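system = human fibrin DD(E) protein | quantity = DD(E) 2 µM final | medium = Tris/NaCl/CaCl2 buffer, pH 7.8 | also added = labelled Tn7 tracer, 0.1 µM | compound dosing = single point at 8.3 µM | timing = compound with protein 10 min, then 3 h after probe, room temperature | signal = FP measurement | benchmarks = Aha-Tn7 high control | repeats = one replicate per compound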
LEDGF integ inh: blockers of LEDGF/p75-dependent integrase strand transfer – biochemical, TR-FRET, high throughput, primary screen | TR-FRET IN-LEDGF/p75 DNA integration, Eu/Cy5 | HIV-1 integrase (with human LEDGF/p75) | inhibition, % at 3.7 µM | 0.64% of 370,000 active | AID 743269, 2014;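 active = inhibition above the screen-wide mean plus 3 SD, cut at about 13% in these data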;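 note: signal is the Cy5 over europium emission ratio at 671 and 618 nm; 0% = plate median of compound wells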
TDP2 absorb: human TDP2 enzyme inhibitors, primary screen, biochemical, epi absorbance, recombinant enzyme. Tyrosyl-DNA phosphodiesterase 2 (Homo sapiens), O95551. inhibition, % at 12.8 µM. 0.34% of 370,000 active. T5PNP hydrolysis, p-nitrophenol absorbance 415 nm;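 active = inhibition above the mean of all tested compounds plus 3 SD, set per campaign, cut at about 25% in these data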;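 note: 0% = DMSO with enzyme and 100% = buffer with substrate but no TDP2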
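System: recombinant human TDP2 / Amount: 120 nM TDP2 per well / Also added: 5 mM T5PNP chromogenic substrate / Doses: 12.8 µM single point, 1% DMSO / Incubation: 2 h at 37 °C / Detection: p-Nitrophenol epi absorbance / Evaluation: % inhibition relative to enzyme-containing and enzyme-free wells / Repeats: singlicate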
ADAM17 inh: ADAM17 inhibitors, primary screen, biochemical, QFRET. Disintegrin and metalloproteinase domain-containing protein 17 (Homo sapiens), P78536. 0.83% of 370,000 active. inhibition, % at 6.95 µM. recombinant ADAM17, EDANS/DABCYL FRET peptide cleavage;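 active = inhibition above the mean of compounds lying between control limits plus 3 SD, set per campaign, cut at about 8.5% in these data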;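 note: 0% = DMSO-only wells as the low control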
An asterisk follows results filed as active.

SMILES	ASAP1 inh	PLC-gamma1 inh	ARFGAP1 inh	proKLK7 act	Tn6 DDE FP	ADAM10 inh	DDE Tn7 FP inh	LEDGF integ inh	TDP2 absorb	ADAM17 inh
CCCN(Cc1nnc(-c2cccs2)o1)C(=O)c1cc(S(=O)(=O)N2CCOCC2)ccc1C	2.4	-8.1	15.1	0.2	-5.5	-4.7	0.0	3.4	6.9	-0.4
CN(C)c1nc(Nc2ccccc2)nc(Oc2ccc(=O)[nH]n2)n1	4.8	3.7	7.8	-0.2	3.1	0.6	6.2	-0.6	2.1	-3.0
CCOC(=O)c1cnc(C(C)(C)C)[nH]c1=O	-10.0	1.1	6.0	0.7	3.5	-7.3	10.8	-1.4	1.4	-2.3
Cc1ccc(C2c3[nH]c4ccccc4c3C[C@H]3C(=O)N(c4ccccc4C(=O)NCCN4CCOCC4)C(=O)N23)cc1 (stereo partly specified)	4.0	-2.4	16.3	1.4	-10.8	-4.5	-4.9	-1.1	3.0	1.7
CS(=O)(=O)N1CCC(C(=O)Nc2ccc3c(c2)OCO3)CC1	1.6	0.2	0.7	0.8	6.6	-5.0	4.0	0.1	1.1	-1.7
O=C(C1=C[C@@H](C2CC2)C[C@@H](OCc2ccc(CO)cc2)O1)N1CCOCC1	11.7	3.7	11.1	-0.6	-4.4	0.8	-6.3	1.0	-7.6	3.1
CC1(C(=O)NCc2ccc(Cl)cc2)CCN1C(=O)Cc1cccc2ccccc12 (stereo unspecified)	2.9	-4.7	-3.8	-0.3	-4.4	7.8	-4.8	-3.7	1.9	0.5
COc1cc(/C=N/NC(=S)Nc2cccc(C(=O)O)c2)cc(OC)c1OC	-7.4	-2.8	-1.2	-0.4	-6.1	-0.8	4.2	-1.7	12.1	-2.8
CCN(CC)S(=O)(=O)c1cccc(C(=O)N2CC(O)CC2C(=O)O)c1 (stereo unspecified)	-0.3	4.0	-8.7	0.4	-4.0	8.1	2.6	-3.9	-7.5	2.8
Cc1ccc(C(=O)NCC(=O)N2CCCCCCC2)cc1C	-17.3	-0.7	6.2	0.1	-0.4	-3.0	-9.2	3.9	1.2	-2.6
Cc1ccc(C(=O)CSc2nc(C)cc(=O)[nH]2)cc1	1.4	4.2	-1.6	-0.1	-3.0	-7.4	3.9	1.3	-2.8	-2.0
N#Cc1cc2ccncc2c2ccccc12	-2.9	0.4	3.1	0.5	1.4	-48.3	5.4	1.8	9.0	-9.4
CC1(C)CC(=O)C/C(=N\NC(=O)CCc2ccc(S(=O)(=O)N3CCOCC3)cc2)C1	-0.3	-17.1	1.4	-1.0	1.6	-20.9	-4.3	3.3	14.8	-11.0
O=C1NC(c2ccc3c(c2)OCO3)c2c(-c3ccccc3)n[nH]c21 (stereo unspecified)	-8.3	2.7	8.8	-0.4	-6.5	3.2	-5.7	-0.7	-6.7	2.9
CN(CC(=O)Nc1nccs1)S(=O)(=O)c1ccc(F)cc1	7.5	0.9	2.1	0.0	-5.9	-1.0	6.2	0.4	-3.9	-0.4
Cc1ccc(CNC(=O)c2ccc(N3CCc4ccccc43)c([N+](=O)[O-])c2)cc1	-0.5	2.4	-0.4	-0.4	-2.0	-0.3	4.1	-4.9	4.9	8.4
CCOC(=O)N1CCN(C(=O)c2ccc3c(SCC(=O)O)c4c(nc3c2)CCC4)CC1	-6.2	0.6	1.0	0.3	-2.6	-1.2	0.7	3.9	4.6	1.1
CS(=O)(=O)N(CC(=O)NCCSc1ccccn1)c1cccc2ccccc12	3.4	3.7	1.7	0.3	-1.5	-8.9	-0.6	2.2	-1.0	-4.9
O=C(c1ccc(Br)cc1)N1CCC(C(=O)N2CCN(Cc3ccccc3)CC2)CC1	7.7	-1.1	-4.6	-0.1	6.5	-4.1	-1.0	-0.7	3.0	-6.0
COc1ccc(-c2nc(CS(=O)CC(=O)N3CCCC3)c(C)o2)cc1 (stereo unspecified)	7.8	1.4	0.9	0.2	3.4	-7.4	-2.5	3.0	4.7	-0.8
COc1ccccc1C1C(C(C)=O)=C(O)C(=O)N1c1ccc(O)cc1 (stereo unspecified)	-2.2	-22.6	2.9	0.3	4.5	-3.0	1.6	4.3	11.7	1.2
O=C(N/N=C/c1sc(N2CCCCC2)nc1-c1cccs1)c1cccnc1	16.0	-148.2	4.9	-4.2	-8.6	-13.9	5.5	-1.9	-14.8	-5.3
CC(C)(C)NC(=O)C(c1ccccn1)N(C(=O)c1csnn1)C1CCCC1 (stereo unspecified)	-5.6	-0.8	-2.1	0.8	8.7	-3.6	3.6	-3.0	19.1	-4.5
CN1[C@@H]2CCC[C@H]1CC(NC(=O)c1nn(C)c3ccccc13)C2 (stereo partly specified)	-0.9	1.0	3.6	0.8	3.6	-2.7	-4.9	2.4	-4.5	-1.4
CC1CCN(S(=O)(=O)c2ccc3c(ccn3CCC(=O)NC(C)C)c2)CC1	7.7	-1.0	-2.7	0.0	5.2	-3.8	3.8	-4.1	-1.3	-5.2
Cc1cc(N2C(=O)C(O)=C(C(=O)c3ccc(C)o3)C2c2ccc([N+](=O)[O-])cc2)no1 (stereo unspecified)	5.6	-3.6	6.0	0.1	-3.1	-0.8	10.5	-3.9	-18.6	-4.9
COCC(C)Nc1ncnc2c1cnn2-c1ccc(Cl)cc1 (stereo unspecified)	13.3	-0.1	0.8	0.2	-8.4	-2.9	1.9	3.3	-0.4	1.6
O=C(O)c1ccccc1SC1CC(=O)N(c2ccccc2)C1=O (stereo unspecified)	1.5	0.1	-4.5	0.5	-3.9	-1.5	-1.3	-1.9	12.8	-2.2
CCOC(=O)c1ccc(N2C(=O)c3n[nH]c(C)c3C2c2ccc(OC)cc2OC)cc1 (stereo unspecified)	14.1	2.3	3.8	0.1	-4.3	17.4	-10.7	0.8	-14.1	8.7*
COc1ccc(OC)c(NC(=O)C(C)Oc2ccc(Br)cc2)c1 (stereo unspecified)	-2.0	-1.3	0.8	-0.1	4.8	2.6	2.5	-3.8	-13.1	3.1
C=C(NC(C)=O)c1c(F)cccc1F	6.9	-1.1	-5.3	-0.2	-1.4	2.4	-1.2	-2.5	3.8	-3.4
CC(=O)NCCCc1nc2ccccc2n1Cc1ccccc1F	-12.7	-0.5	8.2	0.2	-3.2	1.9	-6.7	0.5	10.6	-1.0
O=Cc1cc(N=Nc2ccccc2Cl)ccc1O	-22.5	8.0	-19.1	0.2	-1.1	9.8	7.3	17.1*	6.0	2.1
CC(C)=CCC/C(C)=C/CC/C(C)=C/CC/C(C)=C/CC1=C(C)C(=O)c2ccccc2C1=O	-1.7	-9.1	2.2	0.3	-5.5	-8.7	-2.8	0.0	-0.7	-6.0
Nn1c(SCc2nc3ccccc3[nH]2)nnc1-c1ccccc1	-2.7	-5.5	20.4	0.1	-3.0	-9.9	-3.4	2.6	-12.3	-5.2
CCOC(=O)N1CCN(C(=O)CSc2nc(=O)n3ccc(C)cc3n2)CC1	9.0	-3.5	10.4	-0.1	0.9	-10.8	-2.2	0.5	6.8	-9.1
COc1ccc(CC(=O)OCN2C(=O)c3ccccc3C2=O)cc1OC	-13.8	2.3	5.0	-0.4	-3.3	-0.4	-1.4	6.2	-8.0	2.7
OC(COCC1COc2ccccc2O1)CN1CCc2ccccc2C1 (stereo unspecified)	0.8	-2.3	7.6	-0.4	-7.2	-0.6	-2.5	4.0	3.9	-4.7
Cc1noc(NS(=O)(=O)c2ccc(NC(=O)c3cc(-c4ccccc4Cl)nc4ccccc34)cc2)c1C	-2.5	-4.5	2.1	0.2	-6.6	-2.1	-4.8	6.9	-5.8	0.0
CC1CC(CC(=O)NC(=S)Nc2ccccc2Cl)C(=O)O1 (stereo unspecified)	-16.4	-0.3	-13.0	-1.2	-2.0	1.2	3.9	1.9	2.4	-0.6

Sorted by molar mass (highest first): part of the list above
SMILES	ASAP1 inh	PLC-gamma1 inh	ARFGAP1 inh	proKLK7 act	Tn6 DDE FP	ADAM10 inh	DDE Tn7 FP inh	LEDGF integ inh	TDP2 absorb	ADAM17 inh
CC(C)(C)NC(=O)C(c1ccccn1)N(C(=O)c1csnn1)C1CCCC1 (stereo unspecified)	-5.6	-0.8	-2.1	0.8	8.7	-3.6	3.6	-3.0	19.1	-4.5
COc1ccc(CC(=O)OCN2C(=O)c3ccccc3C2=O)cc1OC	-13.8	2.3	5.0	-0.4	-3.3	-0.4	-1.4	6.2	-8.0	2.7
COc1ccccc1C1C(C(C)=O)=C(O)C(=O)N1c1ccc(O)cc1 (stereo unspecified)	-2.2	-22.6	2.9	0.3	4.5	-3.0	1.6	4.3	11.7	1.2

(further entries)
SMILES	ASAP1 inh	PLC-gamma1 inh	ARFGAP1 inh	proKLK7 act	Tn6 DDE FP	ADAM10 inh	DDE Tn7 FP inh	LEDGF integ inh	TDP2 absorb	ADAM17 inh
CSc1ncc(CN2CCc3c([nH]c4ccccc34)C2c2cccc(C)n2)cn1 (stereo unspecified)	12.6	-13.5	-0.9	0.7	-3.2	-0.5	-3.1	-2.8	15.5	-1.7
CCOC(=O)C1(C)CCN1C(=O)c1ccc(OC)cc1 (stereo unspecified)	-8.6	-0.7	9.8	1.1	-0.6	-5.3	-3.0	1.8	5.8	-2.4
N#Cc1ccccc1NC(=O)CSc1nnc(-c2ccccc2)n1-c1ccccc1	-0.9	-1.6	10.2	0.5	-7.6	-0.1	-7.4	-1.3	-4.0	-5.9
COc1cc(NC(=NS(=O)(=O)c2ccccc2)c2ccccc2)ncn1	0.1	-2.9	-13.2	-0.1	2.5	-7.9	2.1	7.9	0.4	-3.7
COc1cc(/C=N/NC(=S)Nc2cccc(Cl)c2C)ccc1OCC(=O)N1CC(C)OC(C)C1 (stereo unspecified)	-9.4	7.4	4.0	-1.0	5.0	-2.7	-2.9	-0.2	-7.6	2.5
